# Source: PubChem BioAssay
# DENV2 CPE rescue: inhibitors of DENV2 cytopathic effect, primary screen, cell-based, plate reader, single concentration; DENV2-infected cells, cytopathic effect rescue; CPE inhibition, % at 9.99 µM; AID 651640, 2012; 1.7% of 350,000 active; in the data active = CPE inhibition above about 20%, passing the limit was not always enough; inconclusive = no clear call, values can overlap the other calls; tested in BHK-21 cells;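 also: 0% = median of neutral control wells and 100% = median of positive control wells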
# ARNT-TACC3 inh: disruptors of ARNT/TACC3 protein interaction, primary screen, biochemical, AlphaScreen, single concentration. Transforming acidic coiled-coil-containing protein 3 (Homo sapiens), Q9Y6A5. AlphaScreen His-ARNT PAS-B/GST-TACC3 binding, luminescence; TACC3 fragment carries E629A point mutation. inhibition, % at 9.99 µM. 0.66% of 390,000 active;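 active = mean inhibition of replicates at least 50% and at least half of replicates each reaching 50%; inconclusive = half or more replicates reach 50% but mean below 50%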;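 also: 0% = complete ARNT plus TACC3 wells and 100% = ARNT alone without TACC3; many hits fall short of the cut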
# LGR2 inh: inhibitors of bursicon-induced LGR2 CRE-luciferase signal, primary screen, cell-based, HEK293, CRE-luciferase reporter, bursicon stimulation. bursicon-stimulated, 4 h. inhibition, % at 9.99 µM. 0.35% of 380,000 active. AID 720647, 2013;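 active = drop in luminescence signal, shown as inhibition above about 50% in the replicate tests, limit read from the data, passing the limit was not always enough; inconclusive = probably only some replicates passing the limit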;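 also: agonist challenge used bursicon conditioned medium at about half maximal strength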
# PAX8 inh HTS: inhibitors of PAX8-driven TPO luciferase reporter, primary screen, RMG-I cells, single concentration; SteadyGlo, 24 h; inhibition, % at 12.6 µM; 1.2% of 360,000 active;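 active = mean replicate inhibition at least 60% with every replicate also reaching 60%; inconclusive = only one of the two criteria is met; inactive = mean below 60% and not all replicates reaching 60%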;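 also: luciferase light reporting Pax8 driven TPO promoter activity; plate controls were median of neutral control wells for no effect and mitoxantrone controls for full effect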
# EWS-Fli inh: EWS/Fli-driven NR0B1 reporter inhibitors, primary screen, A673 cells, NR0B1 luciferase, luminescence, MLPCN library; viability-normalised; inhibition, % at 12.6 µM; 0.67% of 350,000 active; AID 651661, 2012;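 active = mean inhibition of at least 50% after viability correction, with every replicate also passing that limit; inconclusive = mean reaches 50% but only one of two replicates passes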;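 also: firefly luciferase signal divided by Alamar Blue viability fluorescence both relative to DMSO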
# SIRT5 inh: SIRT5 desuccinylase inhibitors, primary screen, biochemical, fluorescence imaging, single point, set 5. NAD-dependent protein deacylase sirtuin-5, mitochondrial (Homo sapiens), Q9NXA8. Purified SirT5, succinyl-peptide AMC, trypsin-coupled fluorescence. inhibition, % at 15 µM. 1.1% of 330,000 active. AID 652115, 2013; in the data active = inhibition above about 15%; inconclusive = no clear call, values can overlap the other calls
# Target sequence (Q9NXA8 whole entry, looked up): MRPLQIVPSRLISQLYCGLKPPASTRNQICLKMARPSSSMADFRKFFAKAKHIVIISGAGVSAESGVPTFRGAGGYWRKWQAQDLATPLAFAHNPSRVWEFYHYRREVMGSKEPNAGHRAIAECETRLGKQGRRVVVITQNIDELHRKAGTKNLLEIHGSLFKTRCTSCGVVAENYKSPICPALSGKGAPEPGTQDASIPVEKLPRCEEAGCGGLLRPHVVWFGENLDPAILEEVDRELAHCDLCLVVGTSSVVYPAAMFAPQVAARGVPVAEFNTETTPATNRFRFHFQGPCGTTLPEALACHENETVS
# CASP6 VEID inh: human caspase-6 inhibitors, primary screen, biochemical, VEID-R110 fluorescence, single point, set 2; P55212; purified caspase-6, Z-VEID-R110 cleavage fluorescence; inhibition, % at 12.5 µM; 0.53% of 350,000 active; AID 686996, 2013;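 active = mean inhibition across replicates at least about 35%, with every replicate also reaching that limit, limit read from the data; inconclusive = only one of the two criteria met; inactive = neither criterion met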;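 also: 0% = median of neutral control wells and 100% = no fluorescence left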
# Target sequence (P55212 24-179 limits assumed): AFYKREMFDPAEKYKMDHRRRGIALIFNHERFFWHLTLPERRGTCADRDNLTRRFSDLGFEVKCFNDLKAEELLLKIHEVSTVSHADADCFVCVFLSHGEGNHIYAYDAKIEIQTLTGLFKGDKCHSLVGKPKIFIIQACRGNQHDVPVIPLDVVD
# Target sequence (P55212 194-293 limits assumed): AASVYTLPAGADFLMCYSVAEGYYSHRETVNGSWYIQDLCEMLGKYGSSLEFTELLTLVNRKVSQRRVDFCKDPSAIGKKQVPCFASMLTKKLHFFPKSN
# * marks the source's active call; other numbers are inactive results; ? = inconclusive; · = not tested or not shown.
SMILES,DENV2 CPE rescue,ARNT-TACC3 inh,LGR2 inh,PAX8 inh HTS,EWS-Fli inh,SIRT5 inh,CASP6 VEID inh
CC1(C)C(c2cccs2)=[N+]([O-])C2(CCCCC/C2=N\NC(N)=O)N1O (stereo unspecified),·,3,-2,·,·,1,-1
CC(Oc1ccc(C#N)cc1)C(=O)N1CC=C(c2ccccc2)CC1 (stereo unspecified),6,6,6,31,-3,·,0
C[C@H]1CCCCO[C@H](CN(C)C(=O)Nc2ccc3c(c2)OCO3)[C@@H](C)CN([C@@H](C)CO)C(=O)c2cc(NC(=O)NC3CCCCC3)ccc2O1,85*,9,3,2,-4,·,·
C[C@@H]1CN([C@H](C)CO)C(=O)c2cc(NC(=O)NC3CCCCC3)ccc2O[C@@H](C)CCCCO[C@@H]1CN(C)C(=O)C1CCCCC1,2,·,-6,8,6,5,0
COc1ccc(CNC(=O)COC(=O)c2ccc(F)c(S(=O)(=O)N3CCCCC3)c2)cc1OC,4,-1,26,2,-6,3,-3
Cc1cc(F)ccc1-c1cc(C(=O)NCc2cc(C(F)(F)F)cc(C(F)(F)F)c2)[nH]n1,-6,·,-10,-9,-6,-1,-2
Cc1ccnc(NC(=O)c2cc3c(=O)oc4ccc(C)cc4c3s2)c1,-1,1,-7,-6,22,0,2
O=C(NCC[C@@H]1CC[C@H](NC(=O)C2CC2)[C@H](CO)O1)c1cnccn1,1,-9,-7,-5,-6,2,2
O=C(NCCCN1CCOCC1)[C@H]1N[C@H]2c3ccc(C4=CCCC4)c(=O)n3C[C@H]2[C@@H]1CO,-8,-1,-7,-12,1,-5,0
CN(Cc1ccon1)C(=O)CC1C(=O)NCCN1Cc1ccc(Cl)c(F)c1 (stereo unspecified),-3,9,2,·,8,-1,3
CN(CC(=O)Nc1cc(Cl)ccc1-n1cncn1)Cc1ccccc1N1CCOCC1,-1,·,24,30,1,-1,1
CCOc1ccccc1NC(=O)C(c1ccccc1)N1CCN(C(=O)c2ccco2)CC1 (stereo unspecified),5,-3,7,30,1,10,4
Cc1ccc2nc(SCc3nc4ccccc4c(=O)[nH]3)[nH]c2c1,-2,22,-86,-135,-77,0,4
CCOC(=O)Cn1ncn(-c2ccc(OC(F)(F)F)cc2)c1=O,-2,-27,11,3,-41,-8,9
O=C(CSc1ccccn1)C12CC3CC(CC(C3)C1)C2,6,-23,2,-2,5,2,0
CCC(=O)Nc1ccc2c(c1)OC[C@H](C)N(C(=O)COC)C[C@@H](C)[C@@H](OC)CN(C)C2=O,-2,12,17,-16,-14,0,2
CSc1ncnc2c1ncn2CCCNC1CCN(Cc2ccccc2)CC1,6,·,-11,14,1,-2,-14
COc1ccc(CC(=O)N(c2ccccc2)c2nc(C)cs2)cc1,-2,-36,6,-3,-5,3,0
CCN(C[C@H]1N[C@@](CC)(C(=O)OC)[C@H]2C(=O)N(C)C(=O)[C@@H]12)S(=O)(=O)c1ccccc1,1,-2,15,-3,0,-3,3
CCN(CC)c1ccc(S(=O)(=O)N2CCOCC2)cc1NC(=O)CN1CCN(Cc2ccccc2)CC1,-3,8,8,24,9,29*,-2
Cc1cccc(NC(=O)NNC(=O)c2ccc3ccccc3c2)c1,9,16,-3,9,·,-5,1
CC(C)c1ccc(NC(=O)Nc2nc(C(N)COCc3ccccc3)cs2)cc1 (stereo unspecified),4,·,-22,-6,15,-8,-2
C[C@H](NC(=O)C1CCC(CNC(=O)[C@@H]2CCCN2C(=O)OC(C)(C)C)CC1)C(=O)O (stereo partly specified),-2,-1,-7,-14,2,-5,6
CCN(CC)c1ccc2c(c1)OC(N)=C(C#N)C2c1cccnc1 (stereo unspecified),·,·,-8,50,·,1,-4
OCCCNc1ncnc2c1ncn2[C@H]1CN(Cc2ccncc2)C[C@@H](CO)O1,-4,·,-6,-9,-8,·,7
COc1ccc2c3c(n(C)c2c1)[C@@H](CO)N(C(=O)Nc1ccccc1F)CC31CN(C(C)=O)C1,-4,·,2,·,4,·,·
CCC(=O)Nc1ccc2c(c1)OC[C@H](C)N(C(=O)NC(C)C)C[C@@H](C)[C@H](OC)CN(C)C2=O,-5,0,-23,3,-5,-3,4
O=C(CSc1nnc2ccccn12)NC(=O)Cc1ccccc1,6,0,11,12,5,-9,4
Cc1noc(C)c1NC(=O)N(C)C[C@@H]1OCCCC[C@H](C)Oc2ccc(NS(=O)(=O)c3cn(C)cn3)cc2C(=O)N([C@@H](C)CO)C[C@@H]1C,-3,0,3,-10,-2,·,·
Cc1ccc(S(=O)(=O)N2C[C@H]3C(=O)C[C@@H]4C(=O)N(c5ccccc5)C(=O)[C@@H]4[C@@H]3C[C@H]2c2cccs2)cc1,7,·,12,4,-13,2,-3
Nc1nnc(CC(=O)N/N=C/c2ccc(-c3ccccc3)o2)s1,-4,11,1,-4,-8,-3,1
COc1ccc(/C=C/C(=O)OCC(=O)NC2CCCC2)cc1OC,8,-16,-2,-3,6,0,4
CO[C@H]1CN(C)C(=O)c2cc(NC(=O)C3CC3)ccc2OC[C@@H](C)N(C(=O)C2CCCCC2)C[C@H]1C,-5,-3,3,·,1,-1,·
Cc1noc(C)c1S(=O)(=O)Nc1cccc2c1O[C@@H](CN(C)Cc1ccc(C(F)(F)F)cc1)[C@@H](C)CN([C@H](C)CO)C2=O,9,1,11,-16,-6,6,2
Cc1noc(C)c1NC(=O)Nc1ccc2c(c1)C(=O)N([C@@H](C)CO)C[C@H](C)[C@@H](CN(C)C(=O)Nc1c(C)noc1C)OCCCC[C@H](C)O2,1,5,-4,-23,-2,-1,-4
COc1ccc(/C=N/NC(=O)c2cccc([N+](=O)[O-])c2)cc1O,1,-11,-26,11,-5,2,3
O=C(Nc1cccc(C(F)(F)F)c1)c1cncs1,-10,2,8,17,10,-2,-1
Cn1cnc2ncnn2c1=S,9,·,0,-5,1,-9,4
O=C(CC12CC3CC(CC(C3)C1)C2)N1CCCC1,-5,-1,32,·,11,-1,0
CCCNC(=O)N1[C@H](CO)[C@H](c2ccccc2)[C@H]1CNC(=O)C1CCC1,-17,·,-14,·,·,-4,-1
CC1(C(=O)NCCc2c[nH]c3ccccc23)C=CCN1C(=O)c1ccccc1 (stereo unspecified),-7,17,1,-6,5,·,2
c1ccc(-c2cc3nc(NCC4CC4)nc(NCC4CCCCC4)c3s2)cc1,-1,·,-35,14,8,·,-2
Cc1cccc(OCCCC(=O)Nc2ccccc2C(F)(F)F)c1,·,3,2,2,·,0,5
Nc1cccc(C2=Nc3cccc4cccc(c34)N2)c1,·,-1,13,2,·,·,·
O=C(/C=C/c1cccc(Br)c1)NCC1CCCCC1,·,-3,-7,-21,·,·,·

# 3 compounds from above, sorted by molar mass, highest first:
SMILES,DENV2 CPE rescue,ARNT-TACC3 inh,LGR2 inh,PAX8 inh HTS,EWS-Fli inh,SIRT5 inh,CASP6 VEID inh
Cc1noc(C)c1S(=O)(=O)Nc1cccc2c1O[C@@H](CN(C)Cc1ccc(C(F)(F)F)cc1)[C@@H](C)CN([C@H](C)CO)C2=O,9,1,11,-16,-6,6,2
O=C(/C=C/c1cccc(Br)c1)NCC1CCCCC1,·,-3,-7,-21,·,·,·
O=C(Nc1cccc(C(F)(F)F)c1)c1cncs1,-10,2,8,17,10,-2,-1

# The listing continues.
SMILES,DENV2 CPE rescue,ARNT-TACC3 inh,LGR2 inh,PAX8 inh HTS,EWS-Fli inh,SIRT5 inh,CASP6 VEID inh
O=C(Nc1ccccc1)Nc1ccc2c(c1)[C@@H]1C[C@@H](CC(=O)N3CCCCC3)O[C@@H](CO)[C@@H]1O2,-2,-7,-31,0,-48,0,0
O=C(O)C1OCC2(CO1)COC(C(=O)O)OC2 (stereo unspecified),-9,-1,3,3,6,1,0
C[C@@H]1CN([C@@H](C)CO)C(=O)c2cc(-c3ccccc3F)cnc2O[C@H]1CN(C)C(=O)C1CCCCC1,0,-3,-15,3,-2,-1,-1
COc1ccc(NC(=O)N(C)C[C@H]2OCc3ccccc3-c3c(n(C)c4ccccc34)C(=O)N([C@H](C)CO)C[C@H]2C)cc1,-7,10,2,·,21,5,-3
COc1ccc(-c2noc(N3CCC(C(=O)N(C)c4ccccc4C)CC3)n2)cc1,4,3,15,21,6,-3,-1
O=C(CN1CCN(c2ccccc2F)CC1)NC(=O)NCc1ccco1,1,-1,19,14,6,-2,1
CC(C)CC#Cc1ccc2c(c1)O[C@H](CN(C)Cc1ccccc1F)[C@@H](C)CN([C@H](C)CO)S2(=O)=O,16,-2,-21,·,28,3,-3
Cc1ccn2c(CNCCn3cccn3)c(C(=O)N3CCCCCC3)nc2c1,-5,·,0,16,1,-2,4
CC(Oc1ccc(-c2nnco2)cc1)C(=O)N1CCOCC1 (stereo unspecified),13,-3,-8,26,1,-1,0
COc1ccc(/C=C/C(=O)OCC(=O)N2CC(=O)Nc3ccccc32)cc1S(=O)(=O)N1CCOCC1,-1,2,5,7,15,0,-2
CN(C)c1ccc(C(=O)OCC(=O)Nc2ccc(S(N)(=O)=O)cc2)cc1,·,-2,-12,·,·,4,1
O=C(OCC(=O)N1CCN(C(=O)c2ccco2)CC1)c1ccc(Cl)c(Cl)c1,-3,·,3,7,-7,-3,0
S=C(Nc1ccccc1)c1nc2ccccc2s1,-6,-1,-84,-127,-27,-2,·
CCCCc1ccc(NC(=O)CSc2nc(=O)n(CCN(CC)CC)c3c2CCC3)cc1,0,7,20,6,25,0,4
Cc1ccc(OCCNC(=O)c2ccccc2OCc2c(C)noc2C)cc1,4,6,4,21,7,2,0
CCc1cccc2c(C(=O)C(F)(F)F)cn(CC(=O)N3CCOCC3)c12,·,-11,·,-18,3,-5,-7
CO/N=C/C(C#N)=C/c1cc(C(=O)c2ccccc2)cn1C,46*,7,8,-6,2,-2,6
CC(C)NC(=O)N(C)C[C@@H]1OCCCC[C@@H](C)Oc2ccc(NS(=O)(=O)c3cn(C)cn3)cc2C(=O)N([C@@H](C)CO)C[C@H]1C,12,-1,-4,4,-18,-1,2
CCN1CCN(CC(=O)N2N=C(c3cccs3)CC2c2ccc(F)cc2)C(=O)C1=O (stereo unspecified),-4,-2,-4,15,-1,-1,1
COc1ccc(/C=C2/C(=O)N(Cc3ccccc3)N=C2C)cc1,3,-24,0,16,2,1,2
O=C(O)c1ccc(Cn2cnc3sc4c(c3c2=O)CCCC4)cc1,15,-1,-19,-14,4,-1,2
COc1ccc(CSc2nc(CSC)cc(N3CCOCC3)n2)cc1,11,44,7,·,1,0,1
COC(=O)c1ccc(Cl)c(NC(=O)CSc2nnc(-c3ccncc3)o2)c1,-4,0,3,-4,·,-2,1
COCCNS(=O)(=O)c1cccc2cccnc12,?,3,-1,-1,8,·,0
COc1ccc(C(C(=O)NCC2CCCO2)N(C(=O)Cn2nnc3ccccc32)c2ccccc2C(C)=O)cc1OC (stereo unspecified),?,-1,6,2,-6,·,1
CCCNC(=O)Nc1ccc2c(c1)C(=O)N(C)C[C@H](OC)[C@@H](C)CN(Cc1ccncc1)[C@@H](C)CO2,·,-1,5,-12,-8,·,·
Cc1cc(-c2nc(C)c(C(=O)NN)s2)no1,0,0,-34,21,14,-3,1
COc1ccc(S(=O)(=O)NCCc2cn3nc(C)c(C)nc3n2)cc1F,14,·,3,-17,-1,-8,-3
COc1cc(CNCc2cccs2)ccc1OCc1ccccc1,-4,3,-58,·,-21,-2,1
O=C(CN1C(=O)NC2(CCCCC2)C1=O)Nc1cc(C(F)(F)F)ccc1N1CCCC1,0,19,2,3,-3,2,0
COc1ccccc1N(C)S(=O)(=O)c1ccc(C(=O)OCC(=O)N2CCCCCC2)cc1,1,-2,-10,-11,-4,0,-4
CN(C)CC(=O)N[C@H]1CC[C@H](CCNC(=O)Nc2ccc(Cl)cc2)O[C@H]1CO,0,0,-18,-16,-21,2,-9

# Compounds were not picked by outcome. About 4.9% of those tested had a hit in this group.
